inhibitors of VEEV – inhibitors of VEEV TC-83 cytopathic effect, confirmation, Vero cells (AID 588727); Vero cells, VEEV TC-83 cytopathic effect inhibition; higher % means a stronger effect; inhibition, % at 20 µM; hits with a dose series show IC50 in µM; 350,000 tested, 0.13% active; in the data active = a potency from the dose series; also: strong numbers were not always called active
Active calls of the source: *; i = inactive.

SMILES	inhibitors of VEEV
NC(CSC(c1ccccc1)(c1ccccc1)c1ccc2c(c1)OCO2)C(=O)O (stereo not given)	3.7%
CCOC(=O)N(C)C[C@@H]1OCc2cnnn2CCCC(=O)N([C@H](C)CO)C[C@H]1C	0.5%
O=C1C(=Cc2ccccc2[N+](=O)[O-])Cc2ccccc21	10.4%
C[C@@H]1CN([C@@H](C)CO)C(=O)CCCn2nncc2CO[C@H]1CN(C)Cc1ccc(-c2ccccc2)cc1	i
CCOc1ccc(/C=N/NC(=O)c2ccc3nc[nH]c3c2)cc1OC	i
C[C@@H]1CCCCO[C@@H](CN(C)C(=O)c2ccccc2)[C@@H](C)CN([C@H](C)CO)C(=O)c2cc(N(C)C)ccc2O1	i
COc1cccc(-c2nnn(CC(=O)N(C3CCCCC3)C3CCS(=O)(=O)C3)n2)c1 (stereo not given)	0.1%
C[C@@H]1CN([C@@H](C)CO)C(=O)c2cc(Br)cnc2O[C@H]1CN(C)C(=O)Cc1ccccn1	i
COCCN(C(=O)COC(=O)c1ccc2c(c1)OCO2)c1c(N)n(Cc2ccccc2)c(=O)[nH]c1=O	1.1%
O=C(O)c1ccccc1C(=O)OCC1CCC(=NO)CC1 (stereo not given)	i
Cc1cc(C)c2c(=O)n3c(nc2c1)C(Cc1ccccc1)NC(=O)c1cc2ccccc2cc1-3 (stereo not given)	0.6%
O=C(OCc1ccccc1)N1CCC2CC1c1ccc(N3CCOCC3)cc12 (stereo not given)	i
Cc1ccc(CNC(=O)C2CCC(=O)N(Cc3cccc(F)c3)C2)s1 (stereo not given)	i
O=C(NCCc1ccccc1)c1ccc(S(=O)(=O)N2CCCCC2)cc1	0.4%
C[C@H]1CCCCO[C@@H](CN(C)S(=O)(=O)c2ccc(Cl)cc2)[C@@H](C)CN([C@@H](C)CO)C(=O)c2cc(NS(=O)(=O)c3ccccc3)ccc2O1	i
CCCCn1c(NCc2ccc(OC)cc2O)nc2ccccc21	i
CCn1c2ccccc2c2cc(NC(=O)N3CCCCC3)ccc21	5.1%
CC(=O)N1c2ccccc2Sc2ccc3ccccc3c21	2.4%
COc1cc(S(=O)(=O)n2ccc(C)n2)c(C)cc1C	0.8%
Cc1ccc(S(=O)(=O)N2C[C@]3(O)C[C@@H]4C(=O)N(c5ccccc5)C(=O)[C@@H]4C[C@]3(OC(=O)Nc3cccs3)C2)cc1	0.1%
O=C(COC(=O)C1=COCCO1)NCc1ccc(Cl)cc1Cl	0.3%
CC1N=C(SCC(=O)c2ccc(F)cc2)N2C(C)N=C(SCC(=O)c3ccc(F)cc3)N12 (stereo not given)	i
CC(=O)Nc1cccc(C(=O)OCC(=O)NC(=O)NC2CCCC2)c1	i
O=C(NCc1ccccc1)c1ccc(S(=O)(=O)N2CCCCCC2)cc1	1.3%
C[C@@H]1CCCCO[C@@H](CN(C)S(=O)(=O)c2cn(C)cn2)[C@@H](C)CN([C@H](C)CO)C(=O)c2cc(NC(=O)Nc3ccc(C(F)(F)F)cc3)ccc2O1	1.6%
SMILES	inhibitors of VEEV
CCN(CCCNc1cc2c(c(N)c1S(=O)(=O)O)C(=O)c1ccccc1C2=O)c1ccccc1	1.7%
O=c1c(=O)n(CCO)n(CCO)c(=O)n1CCO	i
Cc1ccccc1Nc1nn2c(=O)c3ccc(C(=O)N4CCCC(C)C4)cc3nc2s1 (stereo not given)	6.8%
N#Cc1ccc(CN(Nc2ccccc2)c2ccccc2)cc1	i
C[C@H]1CN([C@@H](C)CO)C(=O)CCCn2nncc2CO[C@H]1CN(C)C(=O)Nc1ccc2c(c1)OCO2	i
Cc1ncc([N+](=O)[O-])n1CC(=O)Nc1ccccc1Cl	i
Cc1[nH]nc2c(=S)[nH]c(=O)[nH]c12	3.7%
CCCCCCn1c(=O)n2n(c1=O)[C@@H]1CN(S(=O)(=O)c3ccc(C)cc3)C[C@]1(O)[C@@H](OC(=O)NCC1CCCCC1)C2	10.4%
Cc1noc(C)c1S(=O)(=O)N(C)C[C@H]1OCc2cn(nn2)CCCC(=O)N([C@H](C)CO)C[C@@H]1C	i
C[C@H](NC(=O)c1ncn2c1C(=O)NC[C@@H]2C)C(=O)OC(C)(C)C	1.0%
COc1ccc(S(=O)(=O)N(C)C[C@H]2OCc3cnnn3CCCC(=O)N([C@H](C)CO)C[C@@H]2C)cc1	0.2%
COc1ccc(/C(O)=C2/C(=O)C(=O)N(CCCN3CCOCC3)C2c2ccc(Cl)cc2)cc1 (stereo not given)	i
COc1cccc(-c2n[nH]nc2C2=CC(=O)CC(C)(C)C2)c1	1.3%
COc1ccccc1-n1c(SCC(=O)Nc2ccc(Cl)cc2)nc(O)c(Cc2ccccc2)c1=O	5.3%
C[C@@H]1CCCCO[C@H](CN(C)S(=O)(=O)c2cccs2)[C@H](C)CN([C@@H](C)CO)C(=O)c2cc(NC(=O)NC3CCCCC3)ccc2O1	4.0%
CCN(CC)CCNc1ccc(CO)c2oc3ccccc3c(=O)c12	i
COc1ccc(S(=O)(=O)N2CCOCC2)cc1NC(=O)c1c(C)noc1C	i
CCn1cc(/C=C(\NC(=O)c2ccc(OC)cc2)C(=O)NCCCn2ccnc2)c2ccccc21	1.6%
CC1CCC(NC(=O)CN2CCN(S(=O)(=O)c3ccc(Br)s3)CC2)CC1 (stereo not given)	1.0%
COc1ccc(OC)c(-c2cc(C(=O)O)c3cc4ccccc4cc3n2)c1	1.7%
COC(=O)Cn1ccnc1[N+](=O)[O-]	6.4%
CCOc1ccc(OCCC(=O)Nc2ccc(N3CCOCC3)cc2N2CCOCC2)cc1	0.4%
COC(=O)C1(C)CCCC2(C)C1CCC13OCC(CC21)C(O)(C(C)C)C3O (stereo not given)	1.8%
O=C1CSC(=S)N1N=Cc1c[nH]c2ccc(Br)cc12	2.1%
COc1cc(C)c2sc3ccccc3c(=O)c2c1NCCN(C)C	i
SMILES	inhibitors of VEEV
Cc1ccc(-c2ccc(C3=CC(=O)CC(C)(C)C3=O)cc2)cc1	3.3%
C#CCN(C[C@@H]1[C@@H](OC(=O)NC2CC2)[C@@H](OC(=O)NC2CC2)Cn2c(=O)ccc(=O)n21)S(=O)(=O)c1ccc(C)cc1	0.5%
COc1ccc(S(=O)(=O)N2CCN(CC(=O)NC(C)c3cccs3)CC2)cc1 (stereo not given)	i
Clc1ccc2nc(-c3ccccc3)c(Cc3ccccc3)n2c1	2.5%
CCc1nnc(NC(=O)c2cccc(S(=O)(=O)N3CCN(C)CC3)c2)s1	i
Cc1nn(C)c(C)c1/C=C(\C#N)S(=O)(=O)c1ccc(F)cc1	i
Cc1ccc(S(=O)(=O)NCc2ccccc2)cc1C(=O)N1CCN(S(=O)(=O)c2ccccc2F)CC1	7.5%
COc1cc(/C=C/C(=O)O)cc(S(=O)(=O)Nc2cc(S(=O)(=O)N3CCCCC3)ccc2Cl)c1OC	0.4%
C[C@@H]1CN([C@@H](C)CO)C(=O)CCCn2nncc2CO[C@@H]1CN(C)S(=O)(=O)c1ccc(C#N)cc1	i
CCN(CC(=O)Nc1cccc(OC)c1)C(=O)C1CC(=O)N(Cc2ccccc2Cl)C1 (stereo not given)	0.2%
O[C@H]1CN(Cc2cccs2)[C@@H](c2ccccc2)C[C@@H]1n1cc(-c2ccc(F)cc2)nn1	3.6%
O=C(CCc1ccc(O)cc1)NN=Cc1ccc2c(c1)OCO2	1.7%
Cc1ccccc1NC(=O)CSc1nccn1Cc1ccco1	i
CC1=C(C(=O)N(C)C)CC(CC(=O)NCC2CCCCC2)C(=O)N1CCC1=CCCCC1 (stereo not given)	i
O=C(O)c1cccc2c1C(=O)c1cc([N+](=O)[O-])cc([N+](=O)[O-])c1-2	i
C[C@H]1CN(Cc2ccccc2)C(=O)[C@@H]1CC(=O)Nc1ccccc1	2.3%
Cc1ccn(CCC(=O)N2CCCC(N3CCN(c4ccccc4C)CC3)C2)n1 (stereo not given)	i
O=c1c2ccc(F)cc2sn1-c1ccccc1	i
COc1ccc(OC)c(C=Cc2ccc([N+](=O)[O-])cc2)c1	3.3%
Cc1ccc([C@H]2C[C@@H](n3cc(-c4ccc(F)cc4)nn3)[C@H](O)CN2CC2CCCCC2)cc1	i
O=C(c1cc(Cl)cc(Cl)c1)N1CCC2CC1c1cc(N3CCCCC3)ccc12 (stereo not given)	i
CC1(C(=O)NNC(=O)c2cccc([N+](=O)[O-])c2)CC1Br (stereo not given)	3.8%
Cc1ccc([C@@H]2C[C@H]3[C@@H](CN2S(=O)(=O)c2ccc(C)cc2)C(=O)C[C@@H](c2ccc(Cl)cc2)N3S(=O)(=O)c2ccccc2C)cc1	0.3%
c1ccc2c(c1)COc1c3cc4c(cc3nn1-2)OCO4	2.7%
CCn1c(SCC(=O)Nc2oc(C)c3c(C)n[nH]c(=O)c23)nnc1-c1ccco1	i
SMILES	inhibitors of VEEV
COC(=O)CC1C(=O)NCCN1C(=O)c1oc2c(C)c(C)ccc2c1C (stereo not given)	1.3%
O=S(CC(O)(c1ccccc1)c1ccccc1)CC(O)(c1ccccc1)c1ccccc1	1.4%
COC(=O)C[C@H]1C[C@H]2c3cc(NC(=O)Nc4ccc(F)cc4)ccc3O[C@H]2[C@@H](CO)O1	6.2%
COc1cc(/C=C2\C(=O)N(c3cccc(C(=O)O)c3)N=C2C)ccc1OCc1ccccc1	i
COc1ccc(-c2ccc(CN3C(C(C)C)C(=O)N(Cc4cn(CC5CCCCC5)nn4)CCS3(=O)=O)cc2)cc1 (stereo not given)	2.6%
CCOC(=O)C1CCN(C(=O)c2ccccc2)c2scc(-c3ccccc3)c2C1=O (stereo not given)	4.1%
COc1ccc(C(=O)CNc2ccc3ccccc3c2)cc1	2.0%
Cn1cnc([N+](=O)[O-])c1Sc1ccncn1	1.4%
COc1ccc(Cc2nc3ccc(C(=O)N(C)Cc4nccn4C)cc3o2)cc1	0.3%
CC1CC(C)(C)CC2(C1)NC(=O)N(CC(=O)Nc1ccc3c(c1)OCO3)C2=O (stereo not given)	i
COc1ccccc1C(=O)NNC(=O)c1ccc2ccccc2c1O	4.2%
O=C(Nc1cnns1)Oc1ccccc1	2.8%
COc1cccc(S(=O)(=O)N(C)C[C@H]2OCc3cnnn3CCCC(=O)N([C@H](C)CO)C[C@@H]2C)c1	i
Oc1c(C(c2ccccc2)N2CCCCC2)ccc2ccccc12 (stereo not given)	i
C[C@H](CO)NC(=O)c1[nH]cnc1C(=O)Nc1ccc(CNC(=O)OC(C)(C)C)cc1	0.2%
C[C@H](CO)N1C[C@H](C)[C@@H](CN(C)C(=O)c2ccc3ccn(C)c3c2)OCc2cnnn2CCCC1=O	i
O=[N+]([O-])c1cc2ncccc2c2ncccc12	8.3%
CN(CC(=O)Nc1c(Cl)cccc1Cl)CC(=O)N1CCc2ccccc21	i
CCC1CCCCN1C(=O)COC(=O)c1cncc(Br)c1 (stereo not given)	1.4%
CCCOc1ccccc1OCC(=O)N1CCN(CC(=O)N2CCOCC2)CC1	0.1%
O=C(N=C1SC2CS(=O)(=O)CC2N1Cc1ccccc1)C1CC1 (stereo not given)	i
COc1ccc([C@H]2N[C@]3(CCCN(Cc4ccc(C(F)(F)F)cc4)C3=O)[C@H]3C(=O)N(Cc4ccccc4)C(=O)[C@@H]23)cc1	2.4%
OC(c1ccccc1)c1ccccc1CN1CCCNC1=S (stereo not given)	i
O=C(O)C1CCCN1c1nc(Cl)ccc1[N+](=O)[O-] (stereo not given)	i
CN(C)c1ccc(/C=C2\c3ccccc3C(=O)N2c2ccccc2)cn1	6.0%

Sorted by formula weight (descending): some entries from above
SMILES	inhibitors of VEEV
NC(CSC(c1ccccc1)(c1ccccc1)c1ccc2c(c1)OCO2)C(=O)O (stereo not given)	3.7%
CC1CC(C)(C)CC2(C1)NC(=O)N(CC(=O)Nc1ccc3c(c1)OCO3)C2=O (stereo not given)	i
CC(=O)N1c2ccccc2Sc2ccc3ccccc3c21	2.4%

Later entries.
SMILES	inhibitors of VEEV
O=C1CC[C@@H](C(=O)N2CSC[C@@H]2C(=O)Nc2ccc(C(F)(F)F)cc2)N1	1.3%
Cc1ccc(S(=O)(=O)N2CCOCC2)cc1NC(=O)Cn1nnc(-c2ccccc2)n1	i
O[C@@H]1CN(Cc2cccs2)[C@@H](c2ccccc2)C[C@H]1n1cc(C2CC2)nn1	i
O=C(O)C=Cc1c[nH]c2nccnc12	0.6%
COc1ccc(CN(C)CCCn2cnc3c(SC)ncnc32)cc1OC	0.6%
COC(=O)C[C@@H]1C[C@@H]2c3cc(NS(=O)(=O)c4ccc(F)cc4)ccc3O[C@@H]2[C@H](CO)O1	0.6%
Cc1ccc(S(=O)(=O)N2C[C@H]3[C@H]4C(=O)N(c5ccccc5)C(=O)[C@H]4C[C@H](OC(=O)NCc4ccccc4F)[C@@]3(O)C2)cc1	0.6%
COc1ccc(CCNC(=O)CCCn2c(=S)[nH]c3cc4c(cc3c2=O)OCO4)cc1OC	1.3%
C[C@H](CO)N1C[C@H](C)[C@@H](CN(C)C(=O)Nc2ccccc2F)Oc2ncc(Br)cc2C1=O	0.7%

Molecules from the list above that have a Cl atom:
SMILES	inhibitors of VEEV
C[C@H]1CCCCO[C@@H](CN(C)S(=O)(=O)c2ccc(Cl)cc2)[C@@H](C)CN([C@@H](C)CO)C(=O)c2cc(NS(=O)(=O)c3ccccc3)ccc2O1	i
O=C(COC(=O)C1=COCCO1)NCc1ccc(Cl)cc1Cl	0.3%
Cc1ncc([N+](=O)[O-])n1CC(=O)Nc1ccccc1Cl	i
COc1ccc(/C(O)=C2/C(=O)C(=O)N(CCCN3CCOCC3)C2c2ccc(Cl)cc2)cc1 (stereo not given)	i
COc1ccccc1-n1c(SCC(=O)Nc2ccc(Cl)cc2)nc(O)c(Cc2ccccc2)c1=O	5.3%
Clc1ccc2nc(-c3ccccc3)c(Cc3ccccc3)n2c1	2.5%
COc1cc(/C=C/C(=O)O)cc(S(=O)(=O)Nc2cc(S(=O)(=O)N3CCCCC3)ccc2Cl)c1OC	0.4%
CCN(CC(=O)Nc1cccc(OC)c1)C(=O)C1CC(=O)N(Cc2ccccc2Cl)C1 (stereo not given)	0.2%
O=C(c1cc(Cl)cc(Cl)c1)N1CCC2CC1c1cc(N3CCCCC3)ccc12 (stereo not given)	i
Cc1ccc([C@@H]2C[C@H]3[C@@H](CN2S(=O)(=O)c2ccc(C)cc2)C(=O)C[C@@H](c2ccc(Cl)cc2)N3S(=O)(=O)c2ccccc2C)cc1	0.3%
CN(CC(=O)Nc1c(Cl)cccc1Cl)CC(=O)N1CCc2ccccc21	i
O=C(O)C1CCCN1c1nc(Cl)ccc1[N+](=O)[O-] (stereo not given)	i

An excerpt; count on the stated rates, not on these rows.
